Assay outcomes from PubChem.
CYP2C19 inhib: human CYP2C19 inhibition; P33261; 21% of 96,000 active; inhibition, % at 5 µM; CYP2C19 Supersomes, luciferin-H EGE luminescence, 30 min;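 active means CYP2C19 inhibition above a set limit at 5 µM in the primary screen, cut at about 50% in these data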;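 further: plate controls were negative control wells for no effect and 2.5 mM tranylcypromine positive control for full effect; values of inactives mirror those of a sister screen read the other way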
Target sequence (P33261 whole entry, looked up): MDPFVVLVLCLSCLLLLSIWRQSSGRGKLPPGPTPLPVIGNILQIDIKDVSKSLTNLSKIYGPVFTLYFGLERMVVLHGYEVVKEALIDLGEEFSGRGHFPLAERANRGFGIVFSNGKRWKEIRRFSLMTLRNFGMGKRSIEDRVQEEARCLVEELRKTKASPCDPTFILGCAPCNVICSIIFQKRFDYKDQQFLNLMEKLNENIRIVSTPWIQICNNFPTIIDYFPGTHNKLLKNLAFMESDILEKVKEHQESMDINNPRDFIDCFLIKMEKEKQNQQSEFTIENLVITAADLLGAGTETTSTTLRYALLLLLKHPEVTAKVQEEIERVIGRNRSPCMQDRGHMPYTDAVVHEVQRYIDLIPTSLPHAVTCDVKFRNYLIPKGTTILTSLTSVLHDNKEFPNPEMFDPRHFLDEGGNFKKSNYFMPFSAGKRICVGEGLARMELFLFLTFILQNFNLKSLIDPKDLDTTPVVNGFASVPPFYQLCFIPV
CYP2C19 activ: activators of human cytochrome P450 2C19 | recombinant CYP2C19, luciferin-H EGE luminescence; active compounds read high; 0 = fully inhibited enzyme, 1 = untreated enzyme | AID 1025 | P33261 | activation factor at 5 µM | 96,000 tested, under 10 active;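 active means activation factor of at least 2 at 5 µM in the primary screen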;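 further: 0 = wells with 2.5 mM tranylcypromine and 1 = vehicle-only wells; values of inactives mirror those of a sister screen read the other way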
Rev-RRE block: inhibitors of HIV-1 Rev-RRE RNA interaction; Rev peptide-RRE RNA binding, FRET; inhibition, % at 8 µM; 0.79% of 97,000 active; AID 704;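 active means inhibition above the screen-wide mean plus 3 SD, cut at about 35% in these data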;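 further: 0% = median DMSO wells and 100% = median Neomycin B control wells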
Target sequence (P05866 whole entry, looked up): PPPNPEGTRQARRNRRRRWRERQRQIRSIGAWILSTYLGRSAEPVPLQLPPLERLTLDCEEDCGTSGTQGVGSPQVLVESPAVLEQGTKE
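assay system = Cy5-tagged RRE RNA duplex with fluorescein-tagged Rev peptide | incubation = 5 + 15 min at 25 °C | also added = labelled Rev peptide | measure = % inhibition of FRET ratio versus controls | benchmarks = DMSO wells as 0% and neomycin B wells as 100% inhibition | measured by = FRET fluorescence readout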
EphB4 antag: antagonists of human EphB4-ephrin-B2 interaction; 0.15% of 97,000 active; AID 720; inhibition, % at 7 µM; EphB4 LBD / TNYL-RAW-Alexa532 peptide, fluorescence polarization; P54760;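 active means inhibition above the screen-wide mean inhibition plus 3 SD, cut at about 15% in these data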;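 further: 0% = DMSO wells and 100% = excess unlabeled TNYL-RAW peptide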
Plk1 PBD FP: Plk1 (human) PBD binding inhibition; inhibition, %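 (tested at about 20 µM)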; AID 693; Plk1 PBD phosphopeptide binding, fluorescence polarization; 0.13% of 97,000 active; in the data active means inhibition above about 34%, passing the limit was not always enough
PLK1 kinase inh: PLK1 (human) kinase inhibition; P53350; recombinant PLK1 kinase, TR-FRET peptide phosphorylation; inhibition, % at 10 µM; 0.53% of 97,000 active;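 active means inhibition of 50% or more in the single-concentration screen; inactive means inhibition below 50%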;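 further: 0% = DMSO max control and 100% = H-89 dihydrochloride min control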
PLAP activator: activators of human placental alkaline phosphatase | 1.2% of 96,000 active | AID 696 | purified PLAP enzyme, luminescent substrate read-out; active compounds read high | P05187 | activation fold at 20 µM; in the data active means activation fold above about 2
CYP2C9 activ: CYP2C9 (human) activation; P11712; recombinant CYP2C9, luciferin-H conversion, luminescence; active compounds read high; factor 1 = untreated enzyme, 0 = blocked; activation factor at 5 µM; 1.4% of 96,000 active; AID 1024;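 active means activation factor of 2 or more for CYP2C9 at a 5 µM dose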;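 further: 0 = sulfaphenazole-blocked wells and 1 = vehicle-only wells; values of inactives mirror those of a sister screen read the other way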
CYP2C9 inhib: blocks human cytochrome P450 2C9; CYP2C9 Supersomes, luciferin-H conversion, luminescence; inhibition, % at 5 µM; AID 777; 20% of 96,000 active; P11712;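 active means blocking of liver enzyme CYP2C9 beyond about 50% at 5 µM, limit read from the data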; further: values of inactives mirror those of a sister screen read the other way
* = called active by the depositor; nt = no result given.

SMILES	CYP2C19 inhib	CYP2C19 activ	Rev-RRE block	EphB4 antag	Plk1 PBD FP	PLK1 kinase inh	PLAP activator	CYP2C9 activ	CYP2C9 inhib
C=CCSc1nnc(-c2ccccc2NC(=O)CC)c(=O)[nH]1	-5	1.1	0	-6	18	-9	0.9	0.5	52*
COC(=O)CSc1nc2c(c(=O)n(C)c(=O)n2C)n1CCC(C)C	-2	1	nt	nt	nt	nt	1.6	0.8	15
COc1ccc2oc(=O)c(C(C)=O)cc2c1	10	0.9	3	6	-7	-2	0.8	1	4
CCOc1ccccc1-c1nnc(SCC(=O)Nc2ccccc2)o1	41	0.6	13	4	-6	-7	1	2.4*	-138
O=C(Nc1ccccc1)N1CCCC2CCCCC21 (stereo unspecified)	37	0.6	2	-4	-13	-7	1.1	1	-1
Cc1ccc(N2CC(C(=O)N3CCN(c4ccccc4)CC3)CC2=O)cc1 (stereo unspecified)	5	1	-1	1	23	-11	0.8	1	-3
COc1ccc(C(=O)Cc2ccc(OC)c(OC)c2)cc1	42	0.6	1	-13	37	0	1.1	1.2	-17
COc1c(F)c(F)c(C(=O)O)c(Nc2ccccc2)c1F	14	0.9	4	-4	-13	-8	0.9	1	0
CCOC(=O)Cc1csc(NC(=O)CSc2nnc(Cc3csc(N)n3)n2C)n1	-12	1.1	6	-3	-9	-5	1.2	0.8	21
COC(=O)c1ccc(-c2ccco2)n1Cc1nc(-c2ccc(OC)c(OC)c2)oc1C	14	0.9	nt	nt	nt	nt	1.6	0.6	44
CCCOC(=O)CSC1=C(C#N)C(c2ccccc2OC)C(C#N)C(=O)N1 (stereo unspecified)	38	0.6	7	2	-44	-12	1	0.6	42
O=C(Nc1ccccc1)N1CCCC1	-8	1.1	7	-6	1	-14	1	0.9	14
CCOC(=O)C1CCN(Cc2ccc(F)c(Br)c2)CC1	63*	0.4	nt	nt	nt	nt	1.8	0.5	50
Cc1cccc(-c2nc(CS(=O)CC(=O)NCc3cccs3)c(C)o2)c1 (stereo unspecified)	37	0.6	6	1	9	-11	1.7	0.4	60*
COC(=O)COc1ccc(/C=C2/SC(=O)N(CC(=O)N3CCCC3)C2=O)cc1Br	0	1	3	-4	1	-10	0.9	0.9	11
CCCC(=O)Nc1ccc2c(c1)C(=O)N(CCC(=O)O)C2=O	-7	1.1	5	0	-2	-21	0.9	1.1	-10
COc1ccc(-c2n[nH]c(C)c2-c2ccc(Cl)cc2)c(O)c1	63*	0.4	13	5	5	0	1.5	0.5	48
CCNc1nc(NC(C)C)nc(OCCOC(=O)c2ccccc2)n1	nt	nt	0	1	-8	-10	nt	nt	nt
COc1ccc(Cc2nn3c(-c4ccccc4Br)nnc3s2)cc1	90*	0.1	11	3	-10	0	1.3	0.7	26
CC(C)(C)NC(=O)COC(=O)Cc1ccc(Cl)cc1	30	0.7	9	5	-15	-3	1.2	1.1	-9
CCCN1CCC(N(C)CCc2ccc(OC)c(OC)c2)CC1	-8	1.1	3	0	-9	-6	1.2	1.1	-6
CCCCCCOC(=O)C(C#N)c1nc2ccccc2nc1N1CCOCC1 (stereo unspecified)	19	0.8	3	-7	9	-8	1.2	0.8	25
C=CCOc1ccccc1/C=c1\sc2nc(-c3oc4ccccc4c3C)nn2c1=O	nt	nt	8	0	-7	-17	nt	nt	nt
Cc1ccccc1CN1CCN(CC(=O)NCCCN2CCN(c3ccc(F)cc3)CC2)C1=O	11	0.9	10	7	-40	-8	1.4	0.9	14

Some entries already given, limited to Plk1 PBD FP, PLK1 kinase inh and CYP2C19 inhib:
structure,Plk1 PBD FP,PLK1 kinase inh,CYP2C19 inhib
Cc1cccc(-c2nc(CS(=O)CC(=O)NCc3cccs3)c(C)o2)c1 (stereo unspecified),9,-11,37
CCCN1CCC(N(C)CCc2ccc(OC)c(OC)c2)CC1,-9,-6,-8

Next compounds follow:
SMILES	CYP2C19 inhib	CYP2C19 activ	Rev-RRE block	EphB4 antag	Plk1 PBD FP	PLK1 kinase inh	PLAP activator	CYP2C9 activ	CYP2C9 inhib
Cc1ccc(NS(=O)(=O)c2cc(C(=O)NCc3ccccn3)ccc2Cl)cc1	73*	0.3	6	-1	15	-11	1.1	0.5	55*
Cc1cc(NC(=O)c2ccc3c(c2)C(=O)N(C2CCCCC2)C3=O)no1	-6	1.1	4	-6	16	-2	0.8	0.9	6
O=C(Nc1c(-c2ccccc2)nc2ccccn12)c1ccco1	2	1	7	5	-14	-4	0.9	0.8	24
COc1cccc(-c2noc(CCC(=O)Nc3cccnc3)n2)c1	38	0.6	2	-1	21	-11	0.7	0.5	50
COc1ccc(NCc2nnc(SCC(=O)NCc3ccccc3)n2-c2ccccc2OC)cc1	nt	nt	-2	-7	-6	-12	nt	nt	nt
CCOC(=O)CCCSc1nc2sc3c(c2c(=O)[nH]1)CCC3	38	0.6	-2	-6	21	-7	1	0.6	42
COc1ccccc1C(=O)NCCn1cc(SCC(=O)Nc2cc(C)on2)c2ccccc21	nt	nt	5	-5	-7	-9	nt	nt	nt
CCOC(=O)N1CCN(C(=O)c2ccc(Cn3c(=S)[nH]c4cc5c(cc4c3=O)OCO5)cc2)CC1	nt	nt	-1	-3	-10	-5	nt	nt	nt
O=S(=O)(Nc1nc2ccccc2nc1N1CCN(c2ccccc2F)CC1)c1ccc(Cl)cc1	29	0.7	7	4	11	1	1.7	0	100*
Cc1ccc(CS(=O)(=O)Cc2ccc(C(=O)NCc3ccccn3)o2)cc1	12	0.9	1	2	-5	-11	0.9	1	3
COC(=O)c1cc2ccsc2n1CC(=O)Nc1ccc(N(C)C)cc1	53*	0.5	-1	-2	2	-1	1.2	0.8	22
Cc1ccc(C(=O)NC(=S)Nc2ccc3c(c2)OCCO3)c(C)c1	-4	1	-5	1	10	-8	1	1.8	-79
Cc1cc2c(c(=O)n1CCN(C)C)C(c1ccc(Br)cc1)C(C#N)=C(N)O2 (stereo unspecified)	20	0.8	10	0	7	2	1.2	0.5	48
CS(=O)(=O)NCCSc1nnnn1-c1ccccc1	52*	0.5	7	12	6	-5	1.1	1.2	-17
CC1(C)CC(=O)c2sc(NC(=O)CN3CCOCC3)nc2C1	-6	1.1	8	1	-20	-9	1.1	0.8	20
CCc1ccc(-c2cc(C(F)(F)F)n3nc(C(=O)Nc4cnn(Cc5ccc(C)cc5)c4)cc3n2)s1	12	0.9	-1	-2	26	-16	1.1	0.7	33
O=C(NCc1cccnc1)C1CCCN(S(=O)(=O)c2ccc(Br)cc2)C1 (stereo unspecified)	63*	0.4	2	-5	21	-10	1	0.5	46
COc1ccc(N2CSC3=C(C#N)C(c4cccc(OC)c4OC)CC(=O)N3C2)cc1 (stereo unspecified)	-3	1	2	-1	-11	-12	1.2	0.9	7
COc1ccc(CNC(=O)CN(Cc2ccccc2)C(=O)c2csnn2)cc1	32	0.7	-1	-1	-35	-11	1	0.7	26
O=C(NCC1COc2ccccc2O1)c1ccco1 (stereo unspecified)	30	0.7	4	-7	14	-18	1	1.1	-5
O=C(c1ccc(N2CCOCC2)nc1)N1CCCCC1	12	0.9	6	0	-22	-8	0.9	1.1	-11
CC(C)N(Cc1nc(-c2ccccc2)no1)C(=O)c1ccc2c(c1)OCO2	69*	0.3	8	-3	-13	-10	0.9	0.6	43
COc1ccc(OCC(=O)Nc2cccc(C(C)=O)c2)cc1	67*	0.3	1	5	-21	-9	0.7	0.5	51*
Cn1c(=O)c2cc(S(=O)(=O)N3CCC(c4ccccc4)CC3)ccc2n(C)c1=O	20	0.8	1	-2	14	-10	1	0.3	68*
Cc1oc(CC(C)C)cc1C(=O)Nc1cccc2ccccc12	3	1	6	2	11	-4	0.9	1.1	-7
COc1ccc(C2=NO[C@@H]3C(=O)N(Cc4ccccc4)C(=O)[C@H]23)cc1OC	39	0.6	5	8	27	-9	1.2	0.5	47

An excerpt from above in order of formula weight, ascending.
SMILES	CYP2C19 inhib	CYP2C19 activ	Rev-RRE block	EphB4 antag	Plk1 PBD FP	PLK1 kinase inh	PLAP activator	CYP2C9 activ	CYP2C9 inhib
CS(=O)(=O)NCCSc1nnnn1-c1ccccc1	52*	0.5	7	12	6	-5	1.1	1.2	-17
Cc1cc2c(c(=O)n1CCN(C)C)C(c1ccc(Br)cc1)C(C#N)=C(N)O2 (stereo unspecified)	20	0.8	10	0	7	2	1.2	0.5	48
O=C(NCc1cccnc1)C1CCCN(S(=O)(=O)c2ccc(Br)cc2)C1 (stereo unspecified)	63*	0.4	2	-5	21	-10	1	0.5	46
CCc1ccc(-c2cc(C(F)(F)F)n3nc(C(=O)Nc4cnn(Cc5ccc(C)cc5)c4)cc3n2)s1	12	0.9	-1	-2	26	-16	1.1	0.7	33
